Bioassay records: PubChem BioAssay, several laboratories
SIAH1 antagonists – blockers of Siah-1 interaction with plectin peptide – biochemical, fluorescence polarization, rhodamine-plectin, uHTS, primary screen (AID 1817); displacement, % at 20 µM, or IC50 in µM where a hit was titrated; Siah-1 / rhodamine-plectin peptide fluorescence polarization; higher % means a stronger effect; 0.02% of 290,000 active;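 active = displacement of at least 50% at 20 µM, with a fluorescence ratio check between 0.3 and a set limit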;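 note: plate controls were Siah plus tracer with DMSO for no effect and tracer alone without Siah for full effect; strong numbers were not always called active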
M17LAP inhibition – P. falciparum M17LAP inhibitors, primary screen, biochemical, fluorogenic H-Leu-NHMec substrate, 1536-well (AID 1619); recombinant M17LAP, H-Leu-NHMec fluorogenic kinetic assay; higher % means a stronger effect; inhibition, % at 30 µM, or IC50 in µM where a hit was titrated; 0.38% of 220,000 active;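 active = compound inhibiting the enzyme by more than half at any dose during confirmatory dose-response retesting; inconclusive = strong single-dose inhibitors picked by rank but not retested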;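 note: plate controls were full reaction with DMSO carrier for no effect and no enzyme background for full effect; strong numbers were not always called active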
ER stress rescue – rescue of cells from ER stress-induced death, primary screen, 384-well, CSM14.1, thapsigargin, ATP luminescence (AID 1222). 190,000 tested, under 10 active. one-dose cellular ATP content (survival), % at 20 µM; EC50 in µM for titrated hits. CSM14.1 thapsigargin-induced death rescue, ATP luminescence; higher % means a stronger effect;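 active = EC50 below 50 µM in the dose-response confirmation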;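 note: death triggered by thapsigargin at about 15 µM added after 2 h compound pretreatment; cell ATP read after overnight thapsigargin exposure of roughly 18 to 22 hours; normalized against plate controls of thapsigargin alone and 5% DMSO vehicle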
HEK293 NOD2/NF-kB – NOD2 signaling inhibitors, cell-based, luminescence, uHTS, HEK293 (AID 1566) | 0.63% of 290,000 active | HEK293 NOD2/NF-kB luciferase reporter, luminescence; higher % means a stronger effect | inhibition, % at 4 µM; hits with a dose series show EC50 in µM; note: many of its hits are not listed in these tables
Hep lipid drop – modulators of hepatic lipid droplet formation | AID 1656 | 0.4% of 240,000 active | AML12 mouse hepatocytes, oleate lipid droplets, BODIPY imaging | inhibition, % at 6.5 µM;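 active = lipid droplet intensity inhibited by at least 50%, with more than 500 cells counted; inconclusive = wells with under 300 cells, treated as cytotoxic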
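Assay system: AML12 mouse liver cells | Compound dosing: One dose, 6.5 µM compound | Read-out basis: Droplet intensity reduction, % inhibition | Measured by: Fluorescence imaging, 20x objective, two fields per well | Schedule: Overnight treatment with compound plus oleate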
XIAP displacement – small molecules displacing peptide from XIAP – biochemical, IAP family, fluorescence polarization (AID 1018) | displacement, % at 20 µM, or IC50 in µM where a hit was titrated | 0.007% of 200,000 active | XIAP BIR domain, fluorescence polarization peptide displacement; higher % means a stronger effect; in the data active = displacement above about 50%; note: a part of the inactive calls stands beside numbers as strong as those of hits
LYP phosphatase – PTPN22 lymphoid phosphatase activity blockers – biochemical, fluorescence intensity, uHTS (AID 1779) | inhibition, % at 11.5 µM, or IC50 in µM where a hit was titrated | 0.054% of 290,000 active | recombinant LYP phosphatase, fluorescence intensity; higher % means a stronger effect;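 note: plate controls were vehicle with enzyme for no effect and no enzyme for full effect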
P. falciparum M1AAP – malaria alanyl aminopeptidase activity blockers – biochemical, fluorogenic H-Leu-NHMec substrate, 1536-well (AID 1445). recombinant M1AAP, H-Leu-NHMec fluorogenic kinetic assay; higher % means a stronger effect. one-dose inhibition, % at 30 µM; IC50 in µM for titrated hits. 0.42% of 220,000 active;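 active = primary inhibition above the hit cutoff, then over 50% inhibition at one or more dose response concentrations, cut at about 23% in these data, passing the limit was not always enough; inconclusive = conflicting primary data, or primary hits not chosen for dose response; inactive = low primary inhibition, or under 50% at every dose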;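 note: plate controls were DMSO full reaction for no effect and no enzyme background for full effect; strong numbers were not always called active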
AID2073 – inhibitors of Mint1-CaV2.2 protein interaction, biochemical, HTRF (AID 2073); one-dose inhibition, % at 20 µM; IC50 in µM for titrated hits; HTRF protein-protein interaction, Mint1-CaV2.2; higher % means a stronger effect; 0.19% of 290,000 active; in the data active = inhibition mostly above about 51%, no sharp cut-off; inconclusive = no clear call, values can overlap the other calls; inactive = mostly below about 53%; note: some results filed as inactive read as strong as hits
Hep lipid drop cells 6.5 µM – further read-out of Hep lipid drop, marked with its call; cell count; measured here: cell count, cytotoxicity flag;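 cells counted across two imaged fields per well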
* marks the source's active call; other numbers are inactive results; ? = inconclusive; · = not tested or not shown. Cut-off read from the data, not from the text of the source, unless noted: active = inhibition above about 50%; inactive = the rest. The list is partial. The share of hits here may be higher or lower than overall.

cpd	smiles	SIAH1 antagonists	M17LAP inhibition	ER stress rescue	HEK293 NOD2/NF-kB	Hep lipid drop	Hep lipid drop cells 6.5 µM	XIAP displacement	LYP phosphatase	P. falciparum M1AAP	AID2073
1	CC(C)(C)n1nc2c(c1NC(=O)c1ccc(S(=O)(=O)N3CCCCC3)cc1)CS(=O)C2 (stereo not drawn)	0.2%	-7.9%	14.6%	30.1%	·	·	-4.1%	-8.4%	10.6%	7.6%
2	Cc1cc(CCN2CCC(=O)NC2=S)ccc1OC(C)C	1.8%	-0.9%	-1.6%	-2.7%	8.5	804	-2.0%	-3.4%	-4.7%	3.6%
3	CCOc1ccccc1Oc1c(C)oc2c(CN3CCN(CCO)CC3)c(O)ccc2c1=O	-2.7%	-208.5%	-2.4%	19.1%	·	·	-6.9%	-8.2%	?	26.2%
4	O=C1NC(=O)C(CC(=O)N(Cc2cccs2)C2(C(=O)NC3CCCC3)CCCCC2)N1 (stereo not drawn)	8.0%	12.8%	-2.0%	2.6%	-45.0	632	-11.9%	-9.4%	18.4%	12.7%
5	CC(C)(C)NC(=O)COc1ccccc1C#N	5.5%	2.7%	-0.9%	13.3%	-10.6	700	-6.9%	-2.5%	-0.3%	0.6%
6	COc1cccc(C(C(=O)NC(C)(C)C)N(CC(C)C)C(=O)CCC(=O)Nc2cc(C)on2)c1OC (stereo not drawn)	1.2%	9.3%	-0.8%	5.5%	0.2	670	-5.3%	-4.0%	-0.9%	-4.3%
7	Cc1cc(C(F)F)n2nc(C(=O)Nc3sc4c(c3C#N)CCC4)nc2n1	18.4%	26.7%	2.2%	-0.9%	3.1	778	-3.9%	0.8%	15.1%	-7.7%
8	CCN1C(=O)/C(=C\c2ccco2)C(C(=O)OC)=C1C	6.5%	19.5%	1.1%	-9.2%	·	·	-0.5%	-5.6%	1.5%	-14.0%
9	CCOc1ccccc1NC(=O)CSc1nc2ccccc2c(=O)n1CC1CCCO1 (stereo not drawn)	1.9%	·	·	4.5%	-13.8	748	·	-6.1%	·	26.1%
10	Cc1c(CC(=O)N2CCC(C(N)=O)CC2)c(=O)oc2cc3c(cc12)CCC1(CCCCC1)O3	-4.4%	·	·	10.9%	-0.9	808	·	-17.9%	·	17.0%
11	CCOC(=O)N1CCN(CC(=O)N2c3ccccc3Sc3ccccc32)CC1	-3.8%	·	·	35.8%	17.6	817	·	-3.2%	·	8.1%
12	Cc1ccc(NC(=O)C2CCCN2C(=O)NCc2ccccc2)cc1 (stereo not drawn)	6.1%	-0.3%	-0.3%	-1.3%	-3.6	692	-4.8%	-8.0%	2.3%	-3.0%
13	CCOC(=O)c1nn(-c2ccc3c(c2)CCN3C(C)=O)cc1O	-0.9%	-74.5%	-3.7%	-73.1%	·	·	-6.9%	-21.0%	12.8%	?
14	CC(C)N=C1NN=C(c2cccs2)C(CC(=O)O)S1 (stereo not drawn)	-2.7%	3.8%	·	21.5%	2.3	725	·	7.0%	8.1%	-46.5%
15	CCCNC(=O)C1CCCN(S(=O)(=O)c2ccc3c(c2)CC(C)N3C(=O)C2CC2)C1 (stereo not drawn)	-6.0%	·	·	22.5%	7.2	693	·	-9.7%	·	1.8%
16	O=C(OCc1cccc([N+](=O)[O-])c1)c1ccc2ccccc2n1	11.3%	2.9%	-0.3%	-4.9%	-1.2	655	-6.2%	-1.6%	-2.8%	10.5%
17	CC1CC1C(=O)OCC(=O)Nc1cccc([N+](=O)[O-])c1 (stereo not drawn)	8.2%	-3.1%	-1.8%	2.2%	10.1	726	1.0%	-6.1%	7.1%	-6.8%
18	O=C(OCC(=O)N1CCCc2ccccc21)c1cc(Cl)ccc1O	-3.7%	·	·	5.6%	-9.4	677	·	-5.3%	·	10.2%
19	O=C(OCCCC(=O)N1CCOCC1)c1ccccc1	-2.1%	7.0%	-1.0%	23.3%	·	·	-8.1%	-12.6%	6.0%	-5.9%
20	Cc1ccccc1OCC(=O)NCC(=O)N/N=C/C=C/c1ccccc1	1.6%	-6.7%	7.7%	8.3%	-3.9	750	-7.8%	-6.2%	7.5%	1.3%
21	N#Cc1ccc(C23CC4(C2)[C@H](CN(Cc2ccc(-c5ccccc5)cc2)[C@@H]4c2ccccc2)C3c2ccc(Cl)nc2)cc1 (stereo partly drawn)	8.8%	1.3%	·	0.2%	-49.6	729	·	-3.1%	5.0%	23.6%
22	CC(C)N(CCNC(=O)C1CCC(=O)N1Cc1ccc(F)cc1)Cc1ccccc1 (stereo not drawn)	3.6%	-9.1%	-0.5%	7.3%	·	·	-0.8%	-5.1%	2.1%	-2.8%
23	COc1ccc(OC)c(-n2c(=S)[nH]c3cc(C(=O)N4CCC(C(N)=O)CC4)ccc3c2=O)c1	-1.7%	18.3%	-2.8%	11.5%	5.4	641	-7.5%	1.0%	8.2%	-0.5%
24	CCOc1ccc(C(=O)NCCCCNC(=O)c2ccc(OCC)cc2)cc1	-5.7%	·	·	-43.0%	15.7	898	·	-9.1%	·	8.2%
25	CCOC(=O)N1CCN(CCC(=O)Nc2cc(C)ccc2C)CC1	6.4%	·	·	-0.6%	-0.8	831	·	-9.6%	·	-7.5%
26	Cc1nc(N2CCOCC2)nc(N2CCCCC2C)c1[N+](=O)[O-] (stereo not drawn)	-6.6%	-13.0%	·	-19.3%	-5.8	749	·	-4.5%	1.1%	-4.4%
27	Cc1cccc(C(=O)NCCc2n[nH]c(=S)n2C)c1	-2.7%	-5.9%	-1.4%	7.1%	7.1	686	-4.2%	0.0%	-5.5%	-8.3%
28	O=C(Nc1ccccc1)c1cccnc1N1CCOCC1	11.1%	-2.5%	·	5.6%	-11.6	689	-0.9%	2.3%	1.6%	-3.8%
29	CN1C(=O)S/C(=C\c2ccc(-n3cncn3)cc2)C1=O	11.2%	-4.3%	0.1%	-24.5%	-1.7	641	1.2%	0.3%	6.6%	21.1%
30	O=C(CCN1C(=O)/C(=C\c2ccccc2Cl)SC1=S)Nc1cccnc1	5.2%	·	·	-5.7%	-6.8	826	·	-7.1%	·	-1.0%
31	Cn1cccc1/C=C1\SC(=O)N(c2ccc(O)cc2)C1=O	9.0%	13.6%	-0.6%	-28.5%	13.9	639	6.7%	3.6%	12.4%	-2.4%
32	COCCCNC(=O)C1CCN(S(=O)(=O)N(CC(C)C)CC(C)C)CC1	1.6%	-4.7%	4.7%	22.6%	·	·	-2.3%	-7.8%	-1.0%	-4.1%
33	O=C(CCc1nnc(CCCCc2ccccc2)o1)NC(c1cccnc1)C(F)(F)F (stereo not drawn)	-4.9%	5.6%	7.9%	10.3%	0.0	704	-2.0%	-1.8%	8.3%	1.1%
34	CCOC(=O)c1c(C)[nH]c(C(=O)COC(=O)/C=C/c2ccc(OC(F)F)cc2)c1C	-2.4%	0.1%	-7.3%	-1.1%	-40.3	680	0.8%	-4.5%	1.6%	-1.3%
35	Cc1c(Cl)cccc1NC(=S)N1CCN(Cc2ccccc2)CC1	-2.2%	-14.0%	1.5%	3.6%	·	·	-2.5%	-7.0%	5.0%	-50.5%
36	O=C(O)c1ccc(-c2nc(-c3ccccc3)cs2)cc1	4.4%	6.5%	·	-77.8%	-7.2	722	-6.2%	11.1%	0.5%	4.2%
37	Cc1c(C(=O)NCc2ccc3c(c2)cc(C)n3C)cccc1[N+](=O)[O-]	12.9%	-15.1%	-2.6%	8.8%	2.9	704	-0.5%	-6.7%	6.4%	25.0%
38	CC1=NN(c2ccccc2)C(=O)/C1=C\c1cc(C)n(C)c1C	-2.5%	3.2%	·	-23.6%	-20.0	686	·	-6.5%	12.9%	-17.6%
39	CCCCOc1ccc(CSC(CC(=O)O)C(=O)O)cc1 (stereo not drawn)	-2.0%	46.7%	-0.3%	-9.0%	-16.4	716	-2.8%	4.8%	2.7%	15.7%
40	Cc1nn(-c2nnc(C)c(=O)[nH]2)c(C)c1SCC(=O)Nc1ccc(C(C)C)cc1	4.2%	63.3%	·	1.1%	-5.4	683	-3.0%	-1.0%	17.8%	-10.8%
41	CN(C)S(=O)(=O)c1cccc(-c2nn(-c3ccccc3)cc2/C=C(\C#N)c2nc3ccccc3[nH]2)c1	7.1%	-11.8%	0.7%	16.8%	-5.7	612	-1.4%	0.5%	-4.8%	37.8%
42	O=C(CN(C(=O)CNC(=O)c1ccco1)c1ccc2c(c1)OCCO2)NC1CCCCC1	1.7%	·	0.8%	0.7%	-0.8	703	-1.0%	0.6%	·	7.1%
43	Cn1c(-n2c(CCN3C(=O)c4ccccc4C3=O)nc3ccccc3c2=O)nc2ccccc21	-3.9%	·	0.8%	-7.4%	·	·	-4.8%	-0.9%	·	?
44	Cc1ccc(C)c(NC(=O)CN2C(=O)CNC2=O)c1	-2.4%	2.5%	-0.7%	-16.3%	3.8	749	-1.3%	3.8%	6.3%	-1.2%
45	CN(C(=O)COC(=O)c1ccc2ccccc2n1)C1CCS(=O)(=O)C1 (stereo not drawn)	1.4%	20.4%	-0.5%	-15.3%	3.2	693	5.1%	3.5%	4.5%	-6.9%
46	CCOC(=O)c1c(C)[nH]c(NC(=O)N2CCOCC2)c1C	0.2%	6.5%	-1.5%	9.2%	·	·	-3.2%	-4.5%	-4.1%	1.3%
47	CCOc1ccc2[nH]c3c(N4CCc5ccccc5C4)ncnc3c2c1	-8.0%	-5.3%	·	6.2%	-29.2	594	·	0.0%	5.7%	3.2%
48	Cc1cc(C)cc(OCC(=O)Nc2nonc2NC(=O)COc2cc(C)cc(C)c2)c1	-2.0%	-12.5%	-1.8%	8.8%	7.8	653	-14.2%	2.0%	7.0%	8.7%
49	CCOc1ccc(OCC)c(NC(=O)CSc2nc3c(c(=O)n(C)c(=O)n3C)n2C)c1	6.5%	·	1.3%	18.1%	·	·	-1.9%	-6.7%	·	-2.4%
50	O=C(CCCOc1ccccc1)NC(=S)Nc1ccccc1	-4.9%	-3.4%	0.3%	-9.0%	-16.9	647	-5.1%	1.6%	0.2%	-7.8%

Exported field by field: two of the compounds above.
44: Cc1ccc(C)c(NC(=O)CN2C(=O)CNC2=O)c1
  SIAH1 antagonists: -2.4%
  M17LAP inhibition: 2.5%
  ER stress rescue: -0.7%
  HEK293 NOD2/NF-kB: -16.3%
  Hep lipid drop: 3.8
  Hep lipid drop cells 6.5 µM: 749
  XIAP displacement: -1.3%
  LYP phosphatase: 3.8%
  P. falciparum M1AAP: 6.3%
  AID2073: -1.2%

45: CN(C(=O)COC(=O)c1ccc2ccccc2n1)C1CCS(=O)(=O)C1 (stereo not drawn)
  SIAH1 antagonists: 1.4%
  M17LAP inhibition: 20.4%
  ER stress rescue: -0.5%
  HEK293 NOD2/NF-kB: -15.3%
  Hep lipid drop: 3.2
  Hep lipid drop cells 6.5 µM: 693
  XIAP displacement: 5.1%
  LYP phosphatase: 3.5%
  P. falciparum M1AAP: 4.5%
  AID2073: -6.9%
